Source: PubChem BioAssay (National Center for Advancing Translational Sciences (NCATS))
Fluorescein autfl: compound fluoresces in the fluorescein spectral region. AID 593. max fluorescein-equivalent concentration, M. actives 0.91% (n = 59,000). Compound autofluorescence, 480/540 nm, fluorescein-equivalent; hits give high values; in the data active = max fluorescein-equivalent concentration above about 10 nM; inconclusive = between about 1.1 nM and that limit
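Spectral profiling of library compounds in the fluorescein window (480 nm excitation, 540 nm emission) after 15 min at room temperature in pH 8.0 Tris (100 mM). Values are dye-equivalent concentrations.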
Caspase-7 inhib: allosteric or competitive inhibitors of human caspase-7; P55210; recombinant caspase-7, Ac-DEVD-AFC fluorescence rate; Potency, µM (top dose mostly 57.5 µM), without a hit: at the highest dose activity change, negative = inhibition, usual class: inhibitors; actives 0.02% (n = 75,000); active = well fitted inhibition curve with a large enough effect in the main read-out, with a control signal flat, not every such curve was filed as active; inconclusive = small, poorly fitted or top-dose-only effect, or a change in a side signal; also: potency is read from the fitted curve at half-maximal effect; % of control where 0% means no effect
Luciferase inh: inhibitors of firefly luciferase | purified firefly luciferase, luminescence, 8 min | Potency, µM (doses to about 57.1 µM), without a hit: at the highest dose activity change, negative = inhibition, usual class: inhibitors | actives 2.2% (n = 72,000) | AID 411; also: potency is read from the fitted curve at half-maximal effect; % is scaled to controls: 0 for no effect and ±100 for the full control effect; nearly all actives have a fitted effect of over 40% in size
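Here, luciferase activity is measured as luminescence following an 8 min room-temperature reaction at 10 uM ATP, pH 7.2. Every library sample is titrated.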
HEK293 cAMP cs: raises cAMP in parental HEK293 cells, TSHR agonist counter-screen; parental HEK293 CNG cAMP sensor, membrane potential fluorescence; Potency, µM (highest dose often 57.1 µM), inactives show at the highest dose activation, usual class: activators; actives 2.5% (n = 73,000); AID 938; also: potency is read from the fitted curve at half-maximal effect; % of control where 0% means no effect; nearly all actives have a fitted effect of over 55% in size
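Parental HEK 293 cells stably expressing a cAMP-gated CNG channel were loaded with membrane potential dye containing 100 uM RO 20-1724 for 60 min. Compound added for 30 min; depolarization read as fluorescence intensity at 590 nm.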
Casp1 inh: blocks human caspase-1 allosterically or competitively; P29466; Caspase-1 enzyme, Ac-WEHD-AFC fluorogenic rate; Potency, µM (doses to about 57.5 µM), without a hit: at the top dose activity change, negative = inhibition, actives largely listed as inhibitors; actives 0.03% (n = 75,000); AID 900;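 also: potency is read from the fitted curve at half-maximal effect; plate controls were vehicle for no effect and no substrate for full effect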
TexasRed autofl: compound fluoresces in the Texas Red spectral region | Compound fluorescence, Texas Red channel, 547/618 nm; hits give high values | max dye-equivalent concentration, M | actives 0.06% (n = 59,000) | AID 587; in the data active = max dye-equivalent concentration above about 10 nM; inconclusive = between about 1.1 nM and that limit
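Compound titrations in 100 mM Tris pH 8.0 were incubated 15 min at room temperature and read at 547 nm excitation / 618 nm emission. Texas Red six-point standard curve on each plate converted fluorescence to dye-equivalent concentration.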
Rhodamine autofl: rhodamine region autofluorescence | Rhodamine-region fluorescence, 547/598 nm, Tris buffer; hits give high values | max dye-equivalent concentration, M | actives 0.05% (n = 59,000) | AID 594; in the data active = max dye-equivalent concentration above about 11 nM; inconclusive = between about 1.1 nM and that limit
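qHTS spectral profiling of compounds without any target or enzyme present, in pH 8.0 Tris buffer; plates were read after a 15-minute room-temperature incubation using the rhodamine-region filter set.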
4-MU autofl: compound fluoresces in the 4-MU spectral region; actives 11% (n = 59,000); AID 589; compound autofluorescence, 340/450 nm, 4-MU equivalents; hits give high values; max dye-equivalent concentration, M; in the data active = max dye-equivalent concentration above about 10 nM; inconclusive = mostly about 1.1 nM to 9.6 nM
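Compounds in 100 mM Tris, pH 8.0, sat 15 min at room temperature before fluorescence was read at 340 nm excitation/450 nm emission; a per-plate six-point 4-MU standard curve converted signals to dye-equivalent concentration at each compound concentration.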
ERK AVP block: vasopressin-driven ERK pathway inhibition; HEK293-V1b, vasopressin-stimulated pERK AlphaScreen; Potency, µM (series often up to 57.5 µM), without a hit: at the highest dose activity, negative = inhibition, actives largely listed as inhibitors; actives 0.99% (n = 72,000); AID 995; also: potency is read from the fitted curve at half-maximal effect; % is scaled to controls: 0 for no effect and ±100 for the full control effect; nearly all actives have a fitted effect of over 55% in size
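HEK293 cells stably expressing V1b receptor, preincubated 30 min at 37 °C with compound, then stimulated 5 min with 25 nM vasopressin. Phospho-ERK by AlphaScreen SureFire after 5 h RT; normalized to DMSO and vasopressin; AC50 by Hill fit.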
A350 autofl: compound fluoresces in the Alexa 350 spectral region; Compound autofluorescence, 340/450 nm, Alexa 350 dye-equivalents; hits give high values; max dye-equivalent concentration, M; actives 11% (n = 59,000); AID 590; in the data active = max dye-equivalent concentration above about 10 nM; inconclusive = mostly about 1.1 nM to 9.6 nM
Tau filament bind: tau filament binding; recombinant tau filaments, thioflavin S fluorescence, 15 h; filaments grown with octadecylsulfate alongside compound; AID 596; Potency, µM (series often up to 57.1 µM), without a hit: top-dose activity change, negative = inhibition; P10636; actives 2% (n = 71,000);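 also: potency is read from the fitted curve at half-maximal effect; % is scaled to controls: 0 for no effect and ±100 for the full control effect; actives lower thioflavin S fluorescence by blocking filaments or displacing dye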
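Recombinant tau protein (human, 1 uM final) plus 30 uM ODS in HEPES pH 7.4 with NaCl, DTT and thioflavine S. Compound present from the start; fluorescence at 510 nm after 15 h, 37 C.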
Starred values were filed as active, the others as inactive; i = inactive; ? = inconclusive; / = not tested or not shown; [ ] = remark or other dose. Unless noted, calls follow the shape of the dose curve; as a rule, active = well fitted curve in the direction sought with a large enough effect; inconclusive = small, poorly fitted or top-dose-only effect, or another doubt; inactive = no such curve, though single readings can be large; an effect the other way counts as inactive or inconclusive. Only part of the results is shown; the hit share may differ from the screen's.

The line under a structure holds: Fluorescein autfl	Caspase-7 inhib	Luciferase inh	HEK293 cAMP cs	Casp1 inh	TexasRed autofl	Rhodamine autofl	4-MU autofl	ERK AVP block	A350 autofl	Tau filament bind
- Cc1nnc(NC(=O)CSc2nnc(Cc3ccccc3)n2-c2ccccc2)s1
    i	0%	5%	27%	-2%	i	i	i	-5%	i	4%
- COCCn1c(SCC(=O)Nc2cc(Cl)ccc2OC)nc2c(c1=O)SC(C)C2 (stereo not given)
    /	2%	-4%	27%	2%	/	/	/	/	/	-4%
- COc1ccc(N(CC(=O)Nc2cc(Cl)ccc2OC)S(=O)(=O)c2c(C)noc2C)cc1
    i	-1%	2%	13%	-1%	i	i	i	11%	i	9%
- CCOC(=O)C1=C(C)NC(=O)NC1c1cccc(O)c1 (stereo not given)
    i	1%	2%	12%	0%	i	i	i	-14%	i	-7%
- CCOC(=O)Nc1ccc(S(=O)(=O)Nc2nccc(C)n2)cc1
    i	0%	2%	-1%	0%	i	i	i	5%	i	6%
- Cc1ccc(N(C(=O)c2cccs2)C2C=CS(=O)(=O)C2)cc1 (stereo not given)
    /	-1%	1%	4%	-1%	/	/	/	-2%	/	0%
- CO/N=C(\C)CCN1CCc2nc(-c3ccccc3)c(-c3ccccc3)cc2C1
    /	-1%[11.5 µM]	-1%[11.4 µM]	3%[11.4 µM]	0%[11.5 µM]	/	/	/	25%[11.5 µM]	/	/
- CCN1C(=O)c2cccc3c(NS(=O)(=O)c4ccc(NC(C)=O)cc4)ccc1c23
    i	-7%	-2%	-23%	-14%	?	i	i	0%	i	-27%
- CN(C)c1ccc(-c2nc(Nc3ccncc3)c3ccccc3n2)cc1
    ?	-20%	0.4µM*	-49%[inhibitor]	-12%	i	i	i	16µM*	i	10µM*
- CCc1ccccc1N(C(=O)CCC(=O)Nc1cc(C)on1)C(C(=O)NC1CCCC1)c1ccco1 (stereo not given)
    ?	-1%	1%	11%	-2%	i	i	i	-28%	i	-8%
- COc1cccc(NC(=O)c2ccc(CN3CCOCC3)cc2)c1
    i	3%	?	-1%	-2%	i	i	i	14%	?	-7%
- CCOC(=O)COc1cccc2c(=O)n(CC(=O)N3CCc4ccccc43)ccc12
    /	-10%	-10%	10%	-5%	/	/	/	/	/	16µM*
- CC(NC(=O)c1cc(-c2ccccc2)on1)c1ccccc1 (stereo not given)
    i	-1%	2%	8%	0%	i	i	i	-14%	i	31%
- O=C(NCc1ccc2c(c1)OCO2)C1CCCN1C(=O)Nc1cccc(Cl)c1 (stereo not given)
    i	-1%	1%	4%	0%	i	i	i	3%	i	4%
- CC1CCN(C(=O)CSc2nc3cccnc3n2C)CC1
    i	0%	-1%	7%	2%	i	i	i	2%	i	0%

Continued, starting with the last three of the part before.
The line under a structure holds: Fluorescein autfl	Caspase-7 inhib	Luciferase inh	HEK293 cAMP cs	Casp1 inh	TexasRed autofl	Rhodamine autofl	4-MU autofl	ERK AVP block	A350 autofl	Tau filament bind
- CC(NC(=O)c1cc(-c2ccccc2)on1)c1ccccc1 (stereo not given)
    i	-1%	2%	8%	0%	i	i	i	-14%	i	31%
- O=C(NCc1ccc2c(c1)OCO2)C1CCCN1C(=O)Nc1cccc(Cl)c1 (stereo not given)
    i	-1%	1%	4%	0%	i	i	i	3%	i	4%
- CC1CCN(C(=O)CSc2nc3cccnc3n2C)CC1
    i	0%	-1%	7%	2%	i	i	i	2%	i	0%
- CCc1nc(NCc2ccccn2)c2oc3ccccc3c2n1
    i	2%	-7%	?	1%	i	i	i	?	?	-5%
- COc1ccc2nc(Nc3nc(C)c(CCC(C)C)c(=O)[nH]3)nc(C)c2c1
    ?	-1%	0%	3%	-3%	i	i	i	-13%	i	-2%
- O=C(Cn1c(-c2ccccc2)noc1=O)Nc1ccc(S(=O)(=O)N2CCOCC2)cc1
    ?	-6%	0%	-15%	0%	i	i	i	-14%	i	12%
- N#Cc1nc(COc2ccccc2)oc1NCCN1CCOCC1
    i	1%	2%	?	-3%	i	i	i	-26%	i	-5%
- CCOC(=O)C1CCCN(c2ncnc3c2cnn3-c2ccc(OC)cc2)C1 (stereo not given)
    i	-2%	-8%	13%	-5%	?	i	i	-10%	i	13%
- CCOCCCNC(=O)CS(=O)(=O)Cc1nc(-c2cccc(OC)c2)oc1C
    i	2%	2%	5%	0%	i	i	i	12%	i	-2%
- CCCCc1ccc(-c2ccc(C)cc2O)nc1
    i	-1%	10µM*	30%	1%	i	i	i	42%[activator]	i	-4%
- COc1ccc2c(c1)[nH]c1c(=O)n(CCN3CCCC3)cnc12
    ?	-3%	-1%	2%	1%	i	i	i	-29%	i	5%
- Cc1ccc(S(=O)(=O)NC(=O)Nc2c(C)n(C)n(-c3ccccc3)c2=O)cc1
    i	-2%	-2%	-4%	1%	i	i	i	0%	i	5%
- CCOC(=O)C1=C(C)NC(=O)C(C(N)=O)C1c1ccccc1 (stereo not given)
    i	0%	1%	9%	-2%	i	i	i	3%	?	-6%
- CC1(C)NC(=O)N(CCCOc2ccc3c(c2)CCC3)C1=O
    i	0%	0%	15%	0%	?	i	i	-26%	i	0%
- Cc1ccc(NC(=O)N2CCC(C(N)=O)CC2)cc1
    i	-1%	0%	?	0%	i	i	?	-14%	?	3%
- CCOC(=O)C1=C(C)NC(=O)NC1c1ccc(OC)c(CN2CCOCC2)c1 (stereo not given)
    i	-1%	5%	5%	-2%	i	i	i	-3%	i	6%
- Oc1ccc(N2CCN(C(c3cccnc3)c3nnnn3Cc3ccccc3)CC2)cc1 (stereo not given)
    ?	3%	3%	9%	1%	?	i	i	-3%	i	-25%
- Cc1cc(Nc2ccc(C)c(C)c2)n2nc(C)nc2n1
    /	-1%	-2%	4%	-4%	/	/	/	-17%	/	-10%
- O=C(Cn1nnc(-c2ccccc2)n1)NCc1cccs1
    ?	5%	1%	2%	3%	?	i	i	7%	i	-10%
- CC(c1ccco1)N(C(=O)Nc1ccc(Cl)cc1)c1ccccn1 (stereo not given)
    ?	1%	-7%	14%	2%	i	i	i	12%	?	-3%
- Cc1ccc(-c2nnc(Nc3ccccc3)o2)cc1
    ?	0%	0.63µM*	15%	-1%	i	i	i	?	i	-5%
- O=C(CN1C(=O)c2ccccc2S1(=O)=O)NC1CC2CCC1C2 (stereo not given)
    /	-2%	-1%	0%	0%	/	/	/	-8%	/	-11%
- COc1ccc(S(=O)(=O)Nc2ccc3c(c2)COC3=O)cc1OC
    i	0%	3%	-1%	0%	i	i	i	-23%	i	3%
- CC(=O)N1CCc2cc(S(=O)(=O)NCCCN3CCN(Cc4ccccc4)CC3)ccc21
    ?	1%	2%	7%	2%	i	i	i	6%	i	0%
- COc1c2ccoc2nc2c(OC)c(OCC(O)C(C)(C)O)ccc12 (stereo not given)
    /	-15%	-3%	9%	-8%	/	/	/	9%	/	6%
- CCC(=O)O[C@@]1(C(=O)CCl)[C@@H](C)C[C@@H]2[C@H]3CCC4=CC(=O)C=C[C@@]4(C)[C@]3(F)[C@@H](O)C[C@@]21C
    ?	-1%[25.7 µM]	-4%[25.5 µM]	1%[25.6 µM]	-2%[25.7 µM]	i	i	i	-4%[25.7 µM]	i	2%[25.6 µM]
- O=S(=O)(NCCc1ccccn1)c1ccc(F)c(F)c1
    ?	0%	1%	-11%	2%	?	i	i	-9%	i	-4%
- O=C(CON1C(=O)c2ccccc2C1=O)c1ccccc1
    i	-1%[11.5 µM]	1%[11.4 µM]	-4%[11.4 µM]	-5%[11.5 µM]	i	i	i	-1%[11.5 µM]	i	-2%[11.4 µM]
- O=C(CSc1nnc2scc(-c3ccccc3)n12)NCC1CCCO1 (stereo not given)
    i	-5%	0%	-1%	-3%	i	i	i	-2%	i	1%
- COc1nc(OC)nc(N2CCC(C(=O)NCc3cccs3)CC2)n1
    i	0%	3%	3%	0%	i	i	i	-14%	i	-5%
- CC(C)OC(=O)CSc1nnc(-c2ccc(Cl)cc2Cl)o1
    i	1%	-6%	14%	1%	i	i	i	23%	i	-1%
- CC(=O)c1sc(Nc2nc3ccc(F)cc3s2)nc1C
    ?	-18%	16µM*	-15%	?	i	i	?	9%	?	-6%
- CCCCCn1c(SCCc2ccccc2)nc2c1c(=O)[nH]c(=O)n2C
    i	-1%	1%	19%	4%	?	i	i	-21%	i	-4%
- CCCCNC(=O)CCC(=O)Nc1ncc(-c2ccc(C)cc2)n1C
    ?	-2%	2%	4%	1%	i	i	i	-8%	?	3%
- CC(C)=C1C2C=CC1C1C(=O)N(c3ccc4c(c3)OCO4)C(=O)C21 (stereo not given)
    /	-3%	-2%	3%[11.4 µM]	1%	/	/	/	-15%	/	3%[11.4 µM]
- Cn1cnnc1SCC(=O)c1c[nH]c2ccccc12
    i	-1%	-1%	-4%	-1%	i	i	i	?	i	-15%
- NCC[C@H]1CCC[C@H](CCN)N1
    ?	0%	3%	15%	0%	i	i	?	5%	?	1%
- CCOCCCN(C(=O)c1ccco1)C(C(=O)NC1CCCC1)c1cccc(OC)c1OC (stereo not given)
    ?	2%	-2%	26%	-2%	i	i	i	-6%	i	-14%
- COc1ccc(CN2CCCCC2C)c(C)c1C (stereo not given)
    /	2%	2%	15%	-1%	/	/	/	-20%	/	-5%
